Source: PubChem BioAssay (Broad Institute)
NSD2 block: inhibitors of human NSD2, primary screen, biochemical, plate reader, single point; Histone-lysine N-methyltransferase NSD2 (Homo sapiens), O96028; NSD2-SET H3K36me1 DELFIA fluorescence; inhibition, % at 12.5 µM; actives 0.07% (n = 44,000); AID 624260, 2012; in the data active means inhibition above about 54%, passing the limit was not always enough;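 further: inhibitors reduce the monomethyl H3K36 fluorescence signal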
Target sequence (O96028 whole entry, looked up): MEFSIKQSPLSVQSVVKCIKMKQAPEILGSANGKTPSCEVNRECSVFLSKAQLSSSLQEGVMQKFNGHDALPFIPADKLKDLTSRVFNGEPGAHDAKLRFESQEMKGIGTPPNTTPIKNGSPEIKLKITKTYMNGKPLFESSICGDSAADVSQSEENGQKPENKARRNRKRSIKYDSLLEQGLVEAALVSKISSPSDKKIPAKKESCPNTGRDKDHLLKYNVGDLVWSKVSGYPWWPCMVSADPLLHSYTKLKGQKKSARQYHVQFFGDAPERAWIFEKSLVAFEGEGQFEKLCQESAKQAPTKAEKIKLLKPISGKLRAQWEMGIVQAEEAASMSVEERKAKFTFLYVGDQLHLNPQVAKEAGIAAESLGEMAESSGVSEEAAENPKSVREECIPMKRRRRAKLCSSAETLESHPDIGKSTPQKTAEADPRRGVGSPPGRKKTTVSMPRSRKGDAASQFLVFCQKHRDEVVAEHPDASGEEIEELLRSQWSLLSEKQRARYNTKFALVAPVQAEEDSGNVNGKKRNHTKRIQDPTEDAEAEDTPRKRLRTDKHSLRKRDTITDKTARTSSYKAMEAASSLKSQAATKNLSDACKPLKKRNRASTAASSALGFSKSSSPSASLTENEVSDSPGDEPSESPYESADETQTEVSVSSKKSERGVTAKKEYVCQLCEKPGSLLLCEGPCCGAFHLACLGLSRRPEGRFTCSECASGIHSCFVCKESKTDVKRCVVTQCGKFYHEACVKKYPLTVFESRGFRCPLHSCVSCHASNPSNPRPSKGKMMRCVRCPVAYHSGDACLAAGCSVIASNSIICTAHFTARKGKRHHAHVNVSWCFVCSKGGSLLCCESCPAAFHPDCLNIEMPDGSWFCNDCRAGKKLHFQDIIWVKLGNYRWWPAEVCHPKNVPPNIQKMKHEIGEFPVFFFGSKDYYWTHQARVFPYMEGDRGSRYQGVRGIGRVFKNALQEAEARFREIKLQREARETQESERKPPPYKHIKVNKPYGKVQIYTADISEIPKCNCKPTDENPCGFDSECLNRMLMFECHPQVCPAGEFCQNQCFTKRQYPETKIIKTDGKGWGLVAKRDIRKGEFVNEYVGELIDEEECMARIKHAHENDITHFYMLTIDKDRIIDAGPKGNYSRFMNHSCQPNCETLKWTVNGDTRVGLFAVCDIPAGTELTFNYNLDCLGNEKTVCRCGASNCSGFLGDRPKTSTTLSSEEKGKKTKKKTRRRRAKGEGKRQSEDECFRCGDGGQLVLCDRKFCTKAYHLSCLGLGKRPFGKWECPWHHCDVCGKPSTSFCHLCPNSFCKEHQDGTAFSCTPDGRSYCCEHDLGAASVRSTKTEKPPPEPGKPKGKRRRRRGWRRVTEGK
* = called active by the depositor. Some of the compounds tested, so the mix of outcomes need not match the whole.

`C=CCN1C(=O)[C@]2(O[C@H](CCO)[C@@H]([Si](C)(C)c3ccc(OC)cc3)[C@@H]2C)c2cc(N3CCC3=O)ccc21` gave NSD2 block 2.
For C[C@@H]1CN([C@@H](C)CO)C(=O)c2cccc(NC(=O)C3CCOCC3)c2O[C@H]1CN(C)S(=O)(=O)c1ccccc1 the results were NSD2 block 5.
Screening C[C@H](CO)N1C[C@H](C)[C@H](CN(C)Cc2ccc(C(F)(F)F)cc2)Oc2ccc(NC(=O)Nc3ccc4c(c3)OCO4)cc2C1=O returned NSD2 block -2.
C[C@@H]1CN([C@@H](C)CO)C(=O)Cc2cc(NS(=O)(=O)c3cccs3)ccc2O[C@H]1CN(C)C(=O)Nc1ccc(F)cc1 was read as NSD2 block 5.
Screening COc1cccc(C#Cc2ccc3c(c2)O[C@H](CN(C)C(C)=O)[C@@H](C)CN([C@H](C)CO)S3(=O)=O)c1 returned NSD2 block 2.
For C[C@@H]1CN([C@@H](C)CO)C(=O)Cc2cc(NC(=O)Nc3ccccc3)ccc2O[C@H]1CN(C)S(=O)(=O)c1cn(C)cn1 the results were NSD2 block 3.
C[C@H]1CN([C@@H](C)CO)C(=O)c2cc(NC(=O)Nc3ccccc3)ccc2O[C@H]1CN(C)Cc1ccc(C(=O)Nc2ccccc2N)cc1 was read as NSD2 block -7.
`Cc1noc(C)c1S(=O)(=O)Nc1ccc2c(c1)C(=O)N([C@H](C)CO)C[C@H](C)[C@@H](CN(C)Cc1ccc(C(=O)Nc3ccccc3N)cc1)OCCCC[C@@H](C)O2` gave NSD2 block 0.
`CNC[C@@H]1Oc2ncc(C#Cc3cccc(OC)c3)cc2C(=O)N([C@H](C)CO)C[C@@H]1C` gave NSD2 block 3.
For CCCC#Cc1cnc2c(c1)C(=O)N([C@@H](C)CO)C[C@H](C)[C@H](CN(C)C(=O)Nc1cccc(F)c1)O2 the results were NSD2 block 4.
C[C@H](CO)N1C[C@H](C)[C@@H](CN(C)Cc2cccc(F)c2)Oc2cc(-c3ccc(C#N)cc3)ccc2S1(=O)=O was read as NSD2 block 6.
C[C@@H]1CN([C@H](C)CO)C(=O)CCCn2nncc2CO[C@@H]1CN(C)C(=O)Nc1cccc2ccccc12 was read as NSD2 block 2.
For COc1ccc(OC(=O)N(C)C[C@@H]2OCc3ccccc3-c3ccccc3C(=O)N([C@H](C)CO)C[C@@H]2C)cc1 the results were NSD2 block 7.
`C/C=C/c1cnc2c(c1)C(=O)N([C@@H](C)CO)C[C@H](C)[C@H](CN(C)Cc1ccccc1)O2` gave NSD2 block 0.
`C[C@@H]1CN([C@H](C)CO)C(=O)c2cc(-c3cccc(F)c3)cnc2O[C@H]1CN(C)Cc1ccncc1` gave NSD2 block 8.
COc1ccc(NC(=O)Nc2cccc3c2O[C@@H](CN(C)S(=O)(=O)c2cn(C)cn2)[C@H](C)CN([C@H](C)CO)C3=O)cc1 was read as NSD2 block 1.
CC(=O)OC[C@H]1O[C@@H](Oc2c(-c3ccc(O)cc3)oc3cc(O)cc(O)c3c2=O)[C@H](O)[C@@H](O)[C@@H]1O was read as NSD2 block 5.
For C[C@@H]1CN([C@@H](C)CO)C(=O)Cc2cc(NC(=O)Nc3ccc(F)cc3)ccc2O[C@@H]1CN(C)Cc1ccc2c(c1)OCO2 the results were NSD2 block -8.
CCCC#Cc1ccc2c(c1)O[C@H](CN(C)S(=O)(=O)c1cccc(OC)c1)[C@H](C)CN([C@H](C)CO)S2(=O)=O was read as NSD2 block 7.
Screening C[C@@H]1CN([C@@H](C)CO)C(=O)c2cccc(NC(=O)C3CCCCC3)c2O[C@@H]1CN(C)Cc1ccc(-c2ccccc2)cc1 returned NSD2 block -4.
For C[C@@H]1CN([C@@H](C)CO)C(=O)Cc2cc(NC(=O)Nc3cccc4ccccc34)ccc2O[C@@H]1CN(C)C(=O)NC1CCCCC1 the results were NSD2 block -1.
`C[C@@H]1CN([C@@H](C)CO)S(=O)(=O)c2ccc(C#Cc3ccccc3)cc2O[C@H]1CN(C)C(=O)CN(C)C` gave NSD2 block -3.
COCC(C)NCc1ccc(OC)c(OC)c1OC (stereo not drawn) was read as NSD2 block 5.
C[C@@H]1CN([C@@H](C)CO)C(=O)c2cc(NC(=O)CCN3CCOCC3)ccc2O[C@@H]1CN(C)S(=O)(=O)c1ccc(F)cc1 was read as NSD2 block 3.
`C[C@H]1CN([C@@H](C)CO)C(=O)c2cc(-c3cccc(C(=O)N(C)C)c3)cnc2O[C@H]1CN(C)S(=O)(=O)c1cccc(F)c1` gave NSD2 block 15.
Screening C[C@@H]1CN([C@H](C)CO)C(=O)Cc2cc(NC(=O)Cc3ccccc3)ccc2O[C@H]1CN(C)Cc1ccc(Oc2ccccc2)cc1 returned NSD2 block -4.
`COc1cc(O)c(CC=C(C)C)cc1C(=O)/C=C/c1ccc(O)c(CC=C(C)C)c1` gave NSD2 block -17.
For Cc1noc(C)c1NC(=O)N(C)C[C@@H]1Oc2c(NC(=O)C3CCOCC3)cccc2C(=O)N([C@@H](C)CO)C[C@H]1C the results were NSD2 block -2.
`Cc1noc(C)c1S(=O)(=O)Nc1cccc2c1O[C@H](CN(C)C(=O)Nc1ccc3c(c1)OCO3)[C@H](C)CN([C@@H](C)CO)C2=O` gave NSD2 block 3.
For Cc1noc(C)c1NC(=O)Nc1ccc2c(c1)CC(=O)N([C@@H](C)CO)C[C@@H](C)[C@@H](CN(C)S(=O)(=O)c1ccc(F)cc1)O2 the results were NSD2 block -4.
Screening CC(C)CC#Cc1ccc2c(c1)O[C@H](CN(C)C(=O)CN(C)C)[C@@H](C)CN([C@@H](C)CO)S2(=O)=O returned NSD2 block 0.
COCC(=O)N(C)C[C@@H]1Oc2ncc(C#C[C@@H](C)O)cc2C(=O)N([C@@H](C)CO)C[C@H]1C was read as NSD2 block -1.
C[C@H](CO)N1C[C@H](C)[C@H](CN(C)C(=O)NC2CCCCC2)Oc2c(NS(=O)(=O)c3ccccc3)cccc2C1=O was read as NSD2 block -1.
Screening C[C@@H]1CN([C@@H](C)CO)C(=O)c2cccc(NC(=O)Nc3ccccc3)c2O[C@@H]1CN(C)CC1CCCCC1 returned NSD2 block -3.
CNC[C@H]1Oc2ccc(N(C)C)cc2CC(=O)N([C@@H](C)CO)C[C@@H]1C was read as NSD2 block 0.
For CC1(CO)CC(=O)CC2(C)C3=C(CCC12)C(=O)OC3 (stereo not drawn) the results were NSD2 block 4.
For C[C@@H]1CN([C@@H](C)CO)C(=O)c2cc(NS(=O)(=O)c3ccc(Cl)cc3)ccc2O[C@@H](C)CCCCO[C@H]1CN(C)S(=O)(=O)c1ccccc1 the results were NSD2 block 5.
For COc1ccc(S(=O)(=O)Nc2ccc3c(c2)CC(=O)N([C@H](C)CO)C[C@@H](C)[C@@H](CN(C)Cc2ccncc2)O3)cc1 the results were NSD2 block 0.
For CC(C)C#Cc1cnc2c(c1)C(=O)N([C@@H](C)CO)C[C@@H](C)[C@@H](CN(C)C(=O)CCN1CCCCC1)O2 the results were NSD2 block -2.
Screening CC(=O)N(C)C[C@@H]1Oc2cc(C#CC3(O)CCCC3)ccc2S(=O)(=O)N([C@H](C)CO)C[C@H]1C returned NSD2 block 2.

Reprinted at random: 6 records from the list
Screening CC(=O)N(C)C[C@@H]1Oc2cc(C#CC3(O)CCCC3)ccc2S(=O)(=O)N([C@H](C)CO)C[C@H]1C returned NSD2 block 2.
For C[C@@H]1CN([C@@H](C)CO)C(=O)Cc2cc(NC(=O)Nc3cccc4ccccc34)ccc2O[C@@H]1CN(C)C(=O)NC1CCCCC1 the results were NSD2 block -1.
C[C@H](CO)N1C[C@H](C)[C@H](CN(C)C(=O)NC2CCCCC2)Oc2c(NS(=O)(=O)c3ccccc3)cccc2C1=O was read as NSD2 block -1.
For CC(C)C#Cc1cnc2c(c1)C(=O)N([C@@H](C)CO)C[C@@H](C)[C@@H](CN(C)C(=O)CCN1CCCCC1)O2 the results were NSD2 block -2.
C[C@@H]1CN([C@@H](C)CO)C(=O)c2cc(NC(=O)CCN3CCOCC3)ccc2O[C@@H]1CN(C)S(=O)(=O)c1ccc(F)cc1 was read as NSD2 block 3.
For C[C@@H]1CN([C@@H](C)CO)C(=O)c2cc(NS(=O)(=O)c3ccc(Cl)cc3)ccc2O[C@@H](C)CCCCO[C@H]1CN(C)S(=O)(=O)c1ccccc1 the results were NSD2 block 5.

Additional results.
CC(C)NC(=O)Nc1ccc2c(c1)C(=O)N([C@@H](C)CO)C[C@H](C)[C@H](CN(C)S(=O)(=O)c1cn(C)cn1)OCCCC[C@@H](C)O2 was read as NSD2 block -4.
CCCN(C)C[C@H]1Oc2cc(C#CCOC)ccc2S(=O)(=O)N([C@@H](C)CO)C[C@H]1C was read as NSD2 block 2.
Screening C[C@@H]1CN([C@H](C)CO)C(=O)c2cc(NC(=O)Nc3ccc4c(c3)OCO4)ccc2O[C@@H]1CN(C)Cc1ccc(C(=O)O)cc1 returned NSD2 block -3.
C[C@H]1CN([C@@H](C)CO)C(=O)c2cc(-c3cccc(C(=O)N(C)C)c3)cnc2O[C@@H]1CN(C)S(=O)(=O)c1ccccc1 was read as NSD2 block 8.
C#CCNC(=O)C1=C[C@@H](c2ccc3c(c2)OCO3)C[C@@H](OCc2ccc(CO)cc2)O1 was read as NSD2 block 4.
Cc1ccc(S(=O)(=O)N(C)C[C@H]2Oc3ccc(NS(=O)(=O)c4ccccc4)cc3C(=O)N([C@@H](C)CO)C[C@@H]2C)cc1 was read as NSD2 block 2.
For C[C@H](CO)N1C[C@H](C)[C@@H](CN(C)C(=O)Nc2ccccc2)Oc2ccc(NC(=O)c3ccncc3)cc2CC1=O the results were NSD2 block 2.
`C[C@@H]1CN([C@H](C)CO)C(=O)c2cc(NC(=O)c3ccncc3)ccc2O[C@H]1CN(C)C(=O)NC1CCCCC1` gave NSD2 block -2.
`Cc1noc(C)c1S(=O)(=O)Nc1cccc2c1O[C@@H](CN(C)C)[C@@H](C)CN([C@H](C)CO)C2=O` gave NSD2 block 3.
`C/C=C/c1ccc2c(c1)O[C@@H](CN(C)Cc1cccc(F)c1)[C@@H](C)CN([C@H](C)CO)S2(=O)=O` gave NSD2 block -12.
Screening C[C@@H]1CN([C@@H](C)CO)C(=O)c2cc(/C=C/c3ccccc3)cnc2O[C@H]1CN(C)Cc1cncnc1 returned NSD2 block 2.
`C[C@@H]1CN([C@@H](C)CO)C(=O)Cc2cc(NS(=O)(=O)c3ccc(F)cc3)ccc2O[C@H]1CN(C)C(=O)Nc1ccccc1` gave NSD2 block 6.
`C[C@H]1CN([C@@H](C)CO)C(=O)c2cc(NC(=O)Cn3cnnn3)ccc2O[C@H]1CN(C)Cc1ccc(Cl)c(Cl)c1` gave NSD2 block 5.
Screening C[C@@H]1CN([C@@H](C)CO)C(=O)Cc2cc(NS(=O)(=O)c3ccccc3)ccc2O[C@@H]1CN(C)C(=O)Nc1ccc(C(F)(F)F)cc1 returned NSD2 block 1.
For COCC#Cc1cnc2c(c1)C(=O)N([C@H](C)CO)C[C@@H](C)[C@H](CN(C)C(=O)Nc1cccc(F)c1)O2 the results were NSD2 block 4.
For C[C@@H]1CN([C@H](C)CO)C(=O)c2cc(N(C)C)ccc2O[C@H]1CN(C)C(=O)Nc1ccc(C(F)(F)F)cc1 the results were NSD2 block -1.
Screening COc1ccccc1NC(=O)CN1C(=O)NC(C)(C)C1=O returned NSD2 block -3.
C[C@H]1CN([C@@H](C)CO)C(=O)c2cccc(NC(=O)Nc3ccc(F)cc3)c2O[C@H]1CN(C)S(C)(=O)=O was read as NSD2 block -2.
Screening C[C@H]1CN([C@@H](C)CO)C(=O)c2cc(NC(=O)CCCCCC(=O)Nc3ccccc3N)ccc2O[C@H]1CN(C)C(=O)Nc1ccccc1 returned NSD2 block 1.
COc1ccc(S(=O)(=O)N(C)C[C@H]2OCCCC[C@H](C)Oc3ccc(NS(=O)(=O)c4cn(C)cn4)cc3C(=O)N([C@H](C)CO)C[C@@H]2C)cc1 was read as NSD2 block 17.

Some of these compounds in order of length of the SMILES, descending:
CC(C)NC(=O)Nc1ccc2c(c1)C(=O)N([C@@H](C)CO)C[C@H](C)[C@H](CN(C)S(=O)(=O)c1cn(C)cn1)OCCCC[C@@H](C)O2 was read as NSD2 block -4.
Screening C[C@@H]1CN([C@@H](C)CO)C(=O)Cc2cc(NS(=O)(=O)c3ccccc3)ccc2O[C@@H]1CN(C)C(=O)Nc1ccc(C(F)(F)F)cc1 returned NSD2 block 1.
`Cc1noc(C)c1S(=O)(=O)Nc1cccc2c1O[C@@H](CN(C)C)[C@@H](C)CN([C@H](C)CO)C2=O` gave NSD2 block 3.

Carrying on.
`COCC#Cc1cnc2c(c1)C(=O)N([C@@H](C)CO)C[C@@H](C)[C@H](CN(C)S(=O)(=O)c1cn(C)cn1)O2` gave NSD2 block 1.
For CN(C)c1ccc2c(c1)[C@@H]1C[C@@H](CC(=O)NCC3CC3)O[C@@H](CO)[C@@H]1O2 the results were NSD2 block -3.
C[C@H](CO)N1C[C@H](C)[C@@H](CN(C)Cc2ccc3c(c2)OCO3)Oc2ccc(NS(=O)(=O)c3ccc(Cl)cc3)cc2CC1=O was read as NSD2 block 0.
Screening C[C@@H]1CN([C@H](C)CO)S(=O)(=O)c2ccc(C#CCN(C)C)cc2O[C@@H]1CN(C)C(=O)CN(C)C returned NSD2 block 1.
For CCO[C@@H]1OC(C(=O)O)=C[C@H](C2CC2)[C@H]1CCCO the results were NSD2 block 5.
Screening C[C@@H]1CCCCO[C@H](CN(C)C(=O)c2ccccc2)[C@H](C)CN([C@@H](C)CO)C(=O)c2cc(NC(=O)Nc3ccccc3)ccc2O1 returned NSD2 block 1.
`COc1ccc(CN(C)C[C@@H]2Oc3ccc(NC(=O)CCN4CCOCC4)cc3CC(=O)N([C@@H](C)CO)C[C@@H]2C)cc1` gave NSD2 block -4.
For CCC(=O)N(C)C[C@@H]1Oc2cc(C#Cc3ccncc3)ccc2S(=O)(=O)N([C@H](C)CO)C[C@H]1C the results were NSD2 block 21.
For C[C@@H]1CN([C@@H](C)CO)C(=O)c2cc(NC(=O)CCC(F)(F)F)ccc2O[C@H]1CN(C)C(=O)NC1CCCCC1 the results were NSD2 block 5.
`C[C@@H]1CN([C@@H](C)CO)C(=O)c2cc(NC(=O)c3ccncc3)ccc2O[C@@H](C)CCCCO[C@H]1CN(C)C(=O)Nc1cccc2ccccc12` gave NSD2 block -4.
